Bioassay records deposited in PubChem by National Center for Advancing Translational Sciences (NCATS).
p53 reactivator = restores transcriptional activity of mutant p53; 320,000 compounds, 0.063% hits; H1299 p53-A138V BP100-luciferase reporter, luminescence, 24 h; Potency, µM (top dose mostly 92.2 µM), for inactives: at the highest dose activity change, positive = activation, actives largely listed as activators; note: potency is the fitted concentration of half-maximal effect; % of control where 0% means no effect; nearly all actives have a fitted effect of over 45% in size
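H1299 (p53-null), stable ts p53-A138V + BP100-Luc; 1000 cells/well, Opti-MEM/10% FBS; cpd 4 pt, 1:5; 24 h, 37 deg C, 5% CO2; detection reagent 10 min RT; luminescence.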
B2AR arrestin = agonists driving beta-arrestin recruitment to human beta2-adrenergic receptor | beta-arrestin recruitment to beta2AR, cell-based reporter | P07550 | AID 492947 | Potency, µM (series often up to 46.1 µM), without a hit: at the top dose activation, hits mostly activators | 330,000 compounds, 0.02% hits;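 note: potency is the fitted concentration of half-maximal effect; 0% = DMSO controls and full agonism = EC100 isoproterenol or metaproterenol; nearly all actives have a fitted effect of over 65% in size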
AT treatment = candidate therapy for ataxia-telangiectasia; […] A-T fibroblasts, KAP-1 phosphorylation AlphaLISA; neocarzinostatin DNA damage 30 min before lysis; Potency, µM (titrated, usually from 57.5 µM), inactives show at the top dose activation, usual class: activators; 320,000 compounds, 0.19% hits; AID 485349; note: potency is the fitted concentration of half-maximal effect; % of control where 0% means no effect; nearly all actives have a fitted effect of over 45% in size
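hTERT-immortalized A-T patient fibroblasts ([…]), 500 cells/well in OPTI-MEM, 1% FBS, got compounds for 60 min, then NCS for 30 min at 37C. Lysates were then assayed for phospho-KAP-1 by AlphaLISA (anti-pKAP1 donor, anti-KAP1 acceptor beads), 6 hr at 25C.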
CXXC DNA block = blocks binding of human MLL CXXC domain to DNA | Q03164 | MLL-CXXC / FITC-HOXA9 DNA fluorescence polarization | Potency, µM (highest dose often 115 µM), without a hit: at the highest dose activity change, negative = inhibition, usual class: inhibitors | 290,000 compounds, 0.037% hits | AID 2662; active = well fitted inhibition curve with a large enough effect in the polarisation, with a control signal flat, not every such curve was filed as active; inconclusive = small, poorly fitted or top-dose-only effect, or effect the other way, or a change in a side signal; inactive = no such curve, though single readings can be large or run the other way; the % refers to the polarisation; note: potency is the fitted concentration of half-maximal effect
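Fluorescence polarization: 7 uM MLL-CXXC (stock) preincubated 5 min with compounds, then 50 nM fluorescein-HOX-A9 DNA (stock) added; 30 min ambient. Buffer 50 mM Tris-HCl pH 7.5, 50 mM NaCl, 1 mM DTT, 0.05% BSA.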
Integrin act MD = integrin-mediated muscular dystrophy alleviation activation; alpha7betagal myoblasts, beta-gal FDG fluorescence, 48 h; Potency, µM (top dose mostly 38.3 µM), for inactives: top-dose activation, hits mostly activators; 350,000 compounds, 0.064% hits;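 note: potency is the fitted concentration of half-maximal effect; 100% = response of the positive control SU9516; nearly all actives have a fitted effect of over 60% in size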
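alpha7betagal+/- myoblasts (passage 13, 250/well) treated 48 h at 37C with compounds at 1:260 dilution of DMSO stock. Lysed, then beta-galactosidase activity read as FDG fluorescence (ex 480/em 540) after 30 min, with pre-read for autofluorescence.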
PTAP TSG101 blk = blocks PTAP/TSG101 interaction to inhibit HIV-1 budding. Potency, µM (titrated, usually from 115 µM), for inactives: at the top dose activity change, negative = inhibition, hits mostly inhibitors. Q99816. Fluorescence polarization, FITC-PTAP peptide / Tsg101 binding. 340,000 tested, under 10 active. AID 493005; active = well fitted inhibition curve with a large enough effect in the main read-out, with a control signal flat, not every such curve was filed as active; inconclusive = small, poorly fitted or top-dose-only effect, or effect the other way, or a change in a side signal; inactive = no such curve, though single readings can be large or run the other way; note: potency is the fitted concentration of half-maximal effect; % of control where 0% means no effect
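Steps: Tsg101 binding domain dispensed (10 uM final), compounds pinned in DMSO, FITC-labeled PTAP-motif peptide added (50 nM final); after 20 min binding at room temperature, polarization measured.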
ELG1 DNA repair = ELG1-dependent DNA repair inhibition; HEK293T ELG1-luciferase reporter, luminescence, 16 h; DNA damage induced by 5-fluorouridine; AID 504467; Potency, µM (highest dose often 46.1 µM), for the others: top-dose activity change, negative = inhibition, usual class: inhibitors; 330,000 compounds, 2.3% hits; note: potency is the fitted concentration of half-maximal effect; % is set by controls: 0 for no effect and ±100 for the full control effect; nearly all actives have a fitted effect of over 55% in size
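Luminescence from the luciferase reporter, measured 30 min after ONE-Glo reagent at room temperature, was the read-out. Beforehand, 2,000 cells per well were exposed for 16 hr at 37 °C to 5-fluorouridine together with compound or vehicle.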
TRPV1 ag = activates the human vanilloid receptor TRPV1. Q8NER1. TRPV1-expressing cells, Fluo-8 calcium influx, agonist mode. activation, % at 8.33 µM. 320,000 compounds, 0.19% hits. AID 540275; in the data active = activation above about 80%; inconclusive = between about 30% and that limit; note: 0% is about no effect
Target sequence (Q8NER1 whole entry, looked up): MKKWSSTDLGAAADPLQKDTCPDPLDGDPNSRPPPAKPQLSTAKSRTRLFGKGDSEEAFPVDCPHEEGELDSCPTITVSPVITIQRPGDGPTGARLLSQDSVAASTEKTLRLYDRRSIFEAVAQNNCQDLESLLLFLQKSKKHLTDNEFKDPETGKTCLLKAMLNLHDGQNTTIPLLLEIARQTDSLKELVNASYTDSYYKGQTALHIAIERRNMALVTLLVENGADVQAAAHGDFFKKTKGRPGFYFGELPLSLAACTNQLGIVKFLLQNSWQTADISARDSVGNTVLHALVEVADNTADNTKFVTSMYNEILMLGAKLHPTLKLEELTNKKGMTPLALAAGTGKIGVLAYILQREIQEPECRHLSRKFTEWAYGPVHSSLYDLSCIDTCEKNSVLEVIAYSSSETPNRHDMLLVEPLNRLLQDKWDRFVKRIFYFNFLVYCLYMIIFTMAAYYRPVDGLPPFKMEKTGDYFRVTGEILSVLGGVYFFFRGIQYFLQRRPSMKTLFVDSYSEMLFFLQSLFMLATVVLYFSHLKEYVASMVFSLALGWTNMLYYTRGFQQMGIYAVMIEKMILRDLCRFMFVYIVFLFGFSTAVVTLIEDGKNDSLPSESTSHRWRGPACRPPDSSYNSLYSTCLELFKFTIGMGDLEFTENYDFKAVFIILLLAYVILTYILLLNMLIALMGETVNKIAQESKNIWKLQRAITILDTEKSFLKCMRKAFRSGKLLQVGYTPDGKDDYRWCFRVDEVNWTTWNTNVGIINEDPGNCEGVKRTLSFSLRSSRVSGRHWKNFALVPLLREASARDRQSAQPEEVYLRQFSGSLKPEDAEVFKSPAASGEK
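TRPV1-expressing cells were cultured overnight at 35.5C and loaded with Fluo-8 calcium dye for 40 to 90 min at room temperature. After a 10 s baseline, compound was added and calcium influx was read kinetically for 3 min (ex 480/em 520 nm).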
BRCA1 expr act = BRCA1 expression activation. MCF7-BRCA1-FFLuc reporter, luminescence, 48 h; response scale: scaled: vehicle 0%, 10 µM genistein 100%. Potency, µM (series often up to 46.1 µM), for the others: top-dose activation, hits mostly activators. 380,000 compounds, 1.1% hits; note: potency is the fitted concentration of half-maximal effect; nearly all actives have a fitted effect of over 80% in size; some results filed as inactive show a strong effect at the top dose
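Using MCF7 cells harboring a BRCA1 firefly luciferase reporter, plated 2 h before compound pinning, the screen measured luminescence after 48 h incubation. Responses were normalized to DMSO and 10 microM genistein, then fitted for concentration-effect.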
TCR act = T cell receptor activation; primary human leukocytes, anti-CD3, IL-2 HTRF, 48 h; Potency, µM (top dose mostly 9.22 µM), without a hit: top-dose activation of IL-2 secretion, actives largely listed as activators; 330,000 tested, under 10 active; note: % of control where 0% means no effect
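Readout: HTRF IL-2, Eu-cryptate/d2 antibody pair, 320nm excitation, 665nm emission. Stimulus: a-CD3 beads, no co-stimulation. Cells: primary human leukocytes. Exposure: 48 hr with compound.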
The depositor's hits bear a star; ? = inconclusive; / = not tested or not shown; [ ] = another dose, or the depositor's remark. Unless noted, calls come from the whole dose curve; as a rule, active = well fitted curve in the direction sought with a large enough effect; inconclusive = small, poorly fitted or top-dose-only effect, or another doubt; inactive = no such curve, though single readings can be large; an effect the other way counts as inactive or inconclusive.

[1] CC1CC(NC(=O)c2cnc3n(c2=O)CCS3)CC(C)(C)C1 (stereo not given)
[2] COCCOC(=O)C1=C(C)N=C2SCCC(=O)N2C1c1ccc(OC(=O)c2ccco2)cc1 (stereo not given)
[3] O=C(c1cc(-c2ccc(F)cc2)no1)N1CCN(Cc2ccc3c(c2)OCO3)CC1
[4] CC(=O)c1c(C)[nH]c(C(=O)OCC(=O)Nc2ccc(Cl)c(S(=O)(=O)N(C)C)c2)c1C
[5] CNC(=S)N(CCc1ccc(OC)c(OC)c1)C1CC(=O)N(c2ccccc2)C1=O (stereo not given)
[6] Cc1ccc(/C=N\NC(=O)Cn2c(C)nc3ccccc32)o1
[7] CSCc1cc(N(C)c2ccccc2)nc(-c2ccccc2)n1
[8] c1ccc(-c2nnc(N3CCOCC3)nc2-c2ccccc2)cc1
Screen / compound no. | 1 | 2 | 3 | 4 | 5 | 6 | 7 | 8
p53 reactivator | -4% | -2% | / | -2% | -2% | -10% | 2% | 8%
B2AR arrestin | -0.4% | 0.0% | 3.2% | 0.0% | -0.4% | -0.4% | 0.3% | -0.7%
AT treatment | 16% | 4% | -1% | 4% | -9% | 4% | 14% | 1%
CXXC DNA block | 6% | 76%[activator] | / | -8% | 1% | -4% | -5% | 2%
Integrin act MD | 1% | 2% | -5% | -15% | -9% | 3% | -22% | 13%
PTAP TSG101 blk | -2% | -9% | -1% | -4% | -1% | -4% | 0% | -8%
ELG1 DNA repair | -1% | 3% | -15% | 12µM* | ? | 0% | 4% | -9%
TRPV1 ag | 18 | / | 18 | 0 | 13 | -8 | 9 | ?
BRCA1 expr act | 43% | 1% | -9% | -43% | -21% | -2% | -6% | 2%
TCR act | -8% | -5% | -1% | -4% | -1% | / | -3% | 8%

[9] CC(CCc1ccccc1)N1CCN(Cc2ccccc2)CC1 (stereo not given)
[10] CCOc1ccccc1N1C(=O)CC(Nc2ccc(N3CCOCC3)cc2)C1=O (stereo not given)
[11] Cc1cccc(N2C(=S)NC3c4ccccc4OC2(C)C3C(=O)N(C)C)c1 (stereo not given)
[12] O=C(NN=C1CCCCCCC1)c1ccc2ccccc2n1
[13] CC(=O)Nn1c(-c2ccccc2)cc2ccccc21
[14] COc1ccc(/C=C(\C#N)c2nc3ccccc3[nH]2)cc1O
[15] N#C/C(=C/c1cccc([N+](=O)[O-])c1)C(=O)Nc1ccccc1O
[16] Cc1ccc(OCc2nnc(SCC(=O)Nc3ccc(N4CCOCC4)cc3)o2)cc1
Screen / compound no. | 9 | 10 | 11 | 12 | 13 | 14 | 15 | 16
p53 reactivator | 13% | -3% | -8% | 0% | 4% | 15% | 6% | 4%
B2AR arrestin | -1.1% | 0.3% | -1.0% | -0.1% | 0.3% | -0.9% | -0.1% | -0.1%
AT treatment | -3% | -42%[inhibitor] | -3% | 7% | -2% | -7% | 6% | 4%
CXXC DNA block | 7% | 4% | 20% | 3% | 5% | 24% | 8% | -2%
Integrin act MD | -16% | -7% | -40%[inhibitor] | -24% | 8% | -25% | 13% | 6%
PTAP TSG101 blk | -2% | -3% | 0% | -2% | -4% | -1% | -4% | -5%
ELG1 DNA repair | -11% | ? | -14% | -8% | ? | ? | -1% | 5%
TRPV1 ag | 3 | 3 | 1 | ? | -1 | 7 | 3 | 3
BRCA1 expr act | -20% | 2% | -7% | 4% | -4% | ? | -2% | -12%
TCR act | 1%[46.1 µM] | 1% | -2% | / | -4% | 10% | 0% | 3%

Some of the entries so far, field by field.
15) N#C/C(=C/c1cccc([N+](=O)[O-])c1)C(=O)Nc1ccccc1O
  p53 reactivator: 6%	B2AR arrestin: -0.1%	AT treatment: 6%	CXXC DNA block: 8%	Integrin act MD: 13%	PTAP TSG101 blk: -4%	ELG1 DNA repair: -1%	TRPV1 ag: 3	BRCA1 expr act: -2%	TCR act: 0%
11) Cc1cccc(N2C(=S)NC3c4ccccc4OC2(C)C3C(=O)N(C)C)c1 (stereo not given)
  p53 reactivator: -8%	B2AR arrestin: -1.0%	AT treatment: -3%	CXXC DNA block: 20%	Integrin act MD: -40%[inhibitor]	PTAP TSG101 blk: 0%	ELG1 DNA repair: -14%	TRPV1 ag: 1	BRCA1 expr act: -7%	TCR act: -2%

(further entries)
[17] CC(=O)Nc1ccc(C(=O)N/C(=C/c2ccccc2)C(=O)NCc2ccco2)cc1
[18] O=C1NC[C@H](c2ccccc2)N(CCc2cccc(F)c2)C1=O
[19] COc1ccc(/C=C/c2cccc[n+]2C)c(O)c1
[20] Cc1ccc(N2CCN(S(=O)(=O)c3c(C)nc4scc(C)n4c3=O)CC2)c(C)c1
[21] COc1cc2cnc(-c3ccccc3)c(C(=O)c3ccc(F)cc3)c2cc1OC
[22] O=S(=O)(Nc1nc(-c2sccc2Cl)cs1)c1cc(Cl)ccc1Cl
[23] O=C1c2ccccc2C(=O)C1c1ccccc1F
[24] Cc1nc(SCC(=O)NCc2ccc3c(c2)OCO3)c(C#N)c2c1CCCC2
Screen / compound no. | 17 | 18 | 19 | 20 | 21 | 22 | 23 | 24
p53 reactivator | 3% | -3% | -11% | 1% | -12% | 5% | -5% | -5%
B2AR arrestin | -0.2% | -0.3% | -0.4% | -1.0% | 0.0% | -0.9% | 0.2% | 0.1%
AT treatment | 10% | -27% | -1% | -1% | -3% | -2% | -4% | -6%
CXXC DNA block | 11% | -26% | 5% | 1% | / | -27% | 12% | 2%
Integrin act MD | 22% | -7% | ? | -16% | -34% | -13% | ? | 2%
PTAP TSG101 blk | -2% | -6% | 2% | -11% | -5% | -9% | 1% | 0%
ELG1 DNA repair | 11% | 3% | -15% | -11% | ? | -1% | 11% | -5%
TRPV1 ag | -2 | 0 | 0 | ? | 27 | / | -1 | 0
BRCA1 expr act | 10% | 0% | 6% | -1% | -35% | 3% | -16% | -10%
TCR act | 3% | 1% | / | 0% | 1% | 3% | -4% | 0%

[25] COc1cc([N+](=O)[O-])ccc1NC(=O)COC(=O)C1=NN(c2ccccc2)C(=O)CC1
[26] CCCCn1nc2cc(C(=O)N(CC)c3ccc(OC)cc3)ccc2c1OCC
[27] COc1ccc(C2/C=C\CN(S(=O)(=O)c3cccc4cccnc34)CC(=O)N2Cc2ccc(F)cc2)cc1 (stereo not given)
[28] CCOc1ccc(NC(=S)N2CCC(c3nc4ccccc4[nH]3)CC2)cc1
[29] CCc1ccc[n+](-c2[nH]c(=O)sc2/C=N/N=C(\[O-])CCn2c3ccccc3c3ccccc32)c1
[30] COCCCNC(=O)C(=O)N/N=C/c1cc2c(cc1Br)OCO2
[31] O=c1cc(Cn2ccnc2)c2cc3c(cc2o1)CCC3
[32] CCCN1C(=O)C(O)(CC(=O)c2ccc3c(c2)OCCO3)c2ccccc21 (stereo not given)
Screen / compound no. | 25 | 26 | 27 | 28 | 29 | 30 | 31 | 32
p53 reactivator | 1% | 5% | 0% | -1% | 3% | -10% | 15% | 1%
B2AR arrestin | 0.0% | -0.3% | 0.8% | -0.4% | -1.1% | -0.1% | 0.4% | -0.6%
AT treatment | 7% | 5% | -41% | -4% | 29% | -2% | 11% | 3%
CXXC DNA block | / | 12% | -18% | 11% | 22% | -4% | 4% | 13%
Integrin act MD | -36% | 12% | 22% | -49%[inhibitor] | 3% | -22% | -5% | -28%
PTAP TSG101 blk | 1% | -2% | -3% | -1% | -9% | -3% | -4% | -2%
ELG1 DNA repair | 0% | -20% | ? | -2% | 16% | -5% | ? | 19%
TRPV1 ag | / | -3 | 0 | 6 | 1 | 6 | 18 | 2
BRCA1 expr act | 33% | 0% | -13% | 1% | -2% | -9% | 37% | 0%
TCR act | / | 2% | -7% | 4% | 14% | / | -2% | 0%

[33] COc1ccc(-n2c(SC)nc3sc4c(c3c2=O)CCN(C)C4)cc1
[34] O=C(CSc1nnc(-c2ccc(F)cc2)o1)N1CCCCC1
[35] CCN1CCc2c(sc(N)c2C(N)=O)C1
[36] CC(C)(C)OC(=O)C[C@@H]1C/C=C\C[C@H](CC(=O)N(CCO)Cc2ccccc2)C(=O)NCCOC1=O
[37] COc1ccc(CCNC(=O)c2cnn3ccccc23)c(OC)c1OC
[38] Cc1cc(C(=O)CSc2nnc(-c3ccc(OC(F)F)cc3)o2)c(C)n1Cc1cccs1
Screen / compound no. | 33 | 34 | 35 | 36 | 37 | 38
p53 reactivator | 2% | ? | 0% | -8% | -2% | 4%
B2AR arrestin | -0.1% | -0.3% | 0.1% | -1.9% | -0.8% | 0.3%
AT treatment | -3% | 3% | 7% | -1% | -3% | 2%
CXXC DNA block | 33%[activator] | 1% | -19% | / | 7% | -5%
Integrin act MD | ? | ? | 11% | -12% | 0% | -4%
PTAP TSG101 blk | -10% | -8% | ? | -1% | 0% | -4%
ELG1 DNA repair | -3% | ? | -1% | 1% | ? | 3%
TRPV1 ag | -1 | ? | -1 | / | 1 | 1
BRCA1 expr act | -2% | 8.9µM* | 30% | 4% | 3% | 13%
TCR act | 0% | -3% | -5% | -2% | 3% | /
